Screens (PubChem)
TEAD-YAP block: TEAD-YAP interaction inhibition, primary screen, TEAD-YAP interaction inhibitor project, luminescence, HEK-TIYL cells; AID 1259422, 2018; 640,000 tested, 1.4% active; inhibition, % at 9.12 µM; TEAD-Gal4/YAP UAS-luciferase luminescence; in the data active = inhibition above about 32%;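 note: 0% = median of test compound wells and 100% = reference inhibitor wells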
MITF inh: MITF inhibitors, primary screen, biochemical, AlphaScreen, human; Microphthalmia-associated transcription factor (Homo sapiens), O75030; AlphaScreen MITF homodimerization, bead proximity signal; inhibition, % at 2.6 µM; 650,000 tested, 0.91% active; in the data active = inhibition above about 50%;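 note: 0% = vehicle wells with protein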
Target sequence (O75030 whole entry, looked up): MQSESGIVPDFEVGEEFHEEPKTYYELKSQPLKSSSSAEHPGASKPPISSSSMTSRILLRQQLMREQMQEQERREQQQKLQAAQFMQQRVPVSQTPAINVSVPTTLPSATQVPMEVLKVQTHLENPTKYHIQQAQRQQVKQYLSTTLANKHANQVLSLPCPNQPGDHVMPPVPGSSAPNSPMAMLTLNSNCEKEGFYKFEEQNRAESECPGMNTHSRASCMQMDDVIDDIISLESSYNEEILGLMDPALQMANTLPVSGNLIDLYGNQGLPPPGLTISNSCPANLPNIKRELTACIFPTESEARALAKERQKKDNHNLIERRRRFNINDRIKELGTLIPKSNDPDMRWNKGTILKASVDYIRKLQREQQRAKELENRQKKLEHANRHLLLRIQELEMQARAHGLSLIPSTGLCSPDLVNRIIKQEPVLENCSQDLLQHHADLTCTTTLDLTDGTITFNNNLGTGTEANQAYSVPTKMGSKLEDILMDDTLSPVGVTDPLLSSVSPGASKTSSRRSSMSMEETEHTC
GPR151 activ: activators of human GPR151, primary screen, cell-based, PathHunter beta-arrestin, luminescence | AID 1508602, 2020 | activation, % at 11.2 µM | PathHunter beta-arrestin GPR151 cells | 650,000 tested, 1% active | G-protein coupled receptor 151 (Homo sapiens), Q8TDV0; in the data active = activation above about 4.9%;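 note: 0% = median of compound wells and 100% = cells with positive control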
Target sequence (Q8TDV0 whole entry, looked up): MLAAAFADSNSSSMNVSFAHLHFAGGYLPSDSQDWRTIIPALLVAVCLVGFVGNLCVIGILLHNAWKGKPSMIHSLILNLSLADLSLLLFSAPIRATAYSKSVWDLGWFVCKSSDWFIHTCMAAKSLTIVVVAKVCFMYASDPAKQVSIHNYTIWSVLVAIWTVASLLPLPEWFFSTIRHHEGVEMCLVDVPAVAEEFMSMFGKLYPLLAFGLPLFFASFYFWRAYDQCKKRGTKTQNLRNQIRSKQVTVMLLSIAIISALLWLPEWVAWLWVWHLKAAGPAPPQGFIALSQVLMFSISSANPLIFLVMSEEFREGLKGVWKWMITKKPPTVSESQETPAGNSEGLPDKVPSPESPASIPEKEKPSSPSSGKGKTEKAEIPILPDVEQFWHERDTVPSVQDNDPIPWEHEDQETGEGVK
FBW7 act: FBW7 E3 ligase activators, primary screen, biochemical, AlphaScreen, human; F-box/WD repeat-containing protein 7 (Homo sapiens), Q969H0; AlphaScreen FBW7–phospho-cyclin E peptide binding, activator screen; normalized activity (activation), % at 26.1 µM; 650,000 tested, 0.13% active; AID 1259310, 2017; in the data active = normalized activity above about 1.9%;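 note: purified mutant Fbw7 with reduced substrate affinity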
Numbers without * were called inactive; . = no result given.

Screens in order – TEAD-YAP block | MITF inh | GPR151 activ | FBW7 act
> COc1ccc(C2CC(=O)C3=C(C2)Nc2ccccc2NC3c2ccc(OC(C)=O)c(OC)c2)cc1OC (configuration not stated)
→ -7.0 | 2.8 | 2.3 | -0.3
> Cc1ccc(NC(=O)c2cnc3sc(C)cn3c2=O)c(C)c1
→ -9.4 | -6.8 | -1.8 | -0.1
> Nc1cccc(-c2nc(NCCO)c3ncn(-c4ccccc4)c3n2)c1
→ 31.7 | 11.8 | -0.8 | 0.3
> COc1ccc(CCNC(=O)c2ccc(-n3nnc4ccccc4c3=O)cc2)cc1OC
→ 12.3 | -5.5 | -0.3 | 0.2
> CC(C)CCSc1nc2sc3c(c2c(=O)n1C1CCCCC1)CCC3
→ 7.2 | 8.8 | -1.6 | 0.2
> O=C(Nc1ccc(N2CCOCC2)cc1)c1cnc(Nc2ccc(N3CCOCC3)cc2)s1
→ 0.1 | 12.6 | 0.0 | 0.0
> N#C/C(=C\c1ccccc1)C(=O)Nc1nn[nH]n1
→ -1.0 | 9.5 | -1.0 | -0.1
> Fc1ccc(C2CC(c3ccc(Br)cc3)=NN2c2ccc(Cl)c(Cl)c2)cc1 (configuration not stated)
→ 6.3 | 0.2 | 0.3 | 0.0
> CCOC(=O)C1=C(C)N(c2ccc(C)cc2)C(=O)/C1=C\c1ccc(O)cc1
→ -2.9 | 4.1 | -1.9 | -0.1
> COc1ccccc1CCNS(=O)(=O)C1CC1
→ 4.9 | -16.4 | 0.7 | -0.1
> Cc1cccnc1NC(=S)Nc1ccc([N+](=O)[O-])cc1
→ -17.6 | -6.0 | -0.8 | -0.1
> O=c1c2ccccc2c2ccccc2c(=O)n1-c1ccc(OC(F)(F)F)cc1
→ 5.7 | 10.1 | 5.1* | -0.1
> O=C(CSc1n[nH]c(-c2ccccc2)n1)Nc1ncccn1
→ 9.7 | 12.7 | 0.4 | 0.1
> COc1ccc(Cn2c(CCC(=O)Nc3cc(OC)cc(OC)c3)nc3cccnc32)cc1
→ -5.6 | 6.0 | 1.2 | 0.1
> CCc1nccn1S(=O)(=O)c1cccc([N+](=O)[O-])c1
→ -6.9 | 20.9 | -0.3 | -0.1
> COc1ccc(S(=O)(=O)N(C)CC(=O)NC2CCCCC2)cc1OC
→ -25.0 | -5.0 | -0.3 | 0.0
> CCCCN1CC(C(=O)NC2CCCCC2)CC1=O (configuration not stated)
→ 2.3 | 9.1 | -0.8 | -0.2
> C/C(CC(=O)Nc1ccc2c(c1)OCCO2)=N\NC(=O)C(=O)NC(C)C
→ -7.2 | -10.5 | -0.6 | 0.0
> Cc1ccc(C2=C/C(=C\c3cc4c(cc3Br)OCO4)C(=O)O2)cc1
→ 5.0 | -4.6 | 0.4 | 0.1
> O=[N+]([O-])c1cccc(Cl)c1N1CCN(S(=O)(=O)c2ccccc2)CC1
→ 4.2 | 9.1 | -0.1 | -0.2
> Cc1ccc(N2C(=O)CC(NC3CCCCCC3)C2=O)cc1 (configuration not stated)
→ 1.2 | 3.7 | 0.8 | -0.1
> O=C(NCCSCc1ccco1)c1ccc(CSc2ccccc2)cc1
→ -1.8 | 3.8 | -1.2 | 0.1
> Cc1ccc(CNC(=O)CN2C(=O)COc3ccccc32)cc1
→ -13.3 | 4.7 | 0.0 | -0.1
> CCOC(=O)c1c(NC(=O)c2ccc(S(=O)(=O)N(C)C3CCCCC3)cc2)sc2c1CCN(C)C2
→ -4.1 | 17.5 | 0.8 | 0.2
> COc1ccc(-c2c(C)nn3c(NCCN(C)C)cc(C)nc23)cc1
→ 0.0 | -8.8 | 0.3 | -0.1
> O=C1CCCN1CCCNc1nccc(NCCN2CCOCC2)n1
→ -3.8 | 12.2 | -0.8 | 0.0
> O=C1OC(c2ccccc2)=N/C1=C\c1ccccc1OC(=O)c1ccc(Cl)cc1
→ -43.1 | 5.3 | 0.2 | 0.3
> COc1ccc(OC)c(NC(=O)CCNS(=O)(=O)c2ccc3c(c2)CCC(=O)N3)c1
→ -0.1 | 8.7 | -0.9 | 0.4
> CCn1c(=O)[nH]c2ccccc21
→ . | 3.8 | -0.9 | 0.1
> CCCCn1c(SCC(=O)N2CCC(C)CC2)nc2ccsc2c1=O
→ -2.0 | -8.2 | -0.2 | -0.1
> C=CCc1ccc(OCCCN2CCCCC2)c(OC)c1
→ 4.6 | 43.1 | -0.8 | 0.1
> COC(C(=O)N/N=C(\C)c1cccc(I)c1)c1ccccc1 (configuration not stated)
→ 0.4 | 2.4 | 0.2 | 0.1
> CCc1nnc(NC(=O)CCCOc2ccc(OC)cc2)s1
→ -0.3 | -12.3 | 0.5 | 0.2
> O=C(O)c1ccc(Cl)cc1NC(=O)C1CCCO1 (configuration not stated)
→ -10.3 | 7.3 | 4.1 | -0.1
> Nc1scc(-c2cccs2)[n+]1CCCS(=O)(=O)O
→ -0.8 | -9.4 | 1.9 | -0.2
> Cc1nn(-c2ccccc2)c2ncc(C(=O)Nc3ccc(F)cc3)c(Cl)c12
→ -3.0 | -2.8 | 0.2 | 0.9
> COc1cccc(OCCNc2cc(N3CCCCC3)ccc2[N+](=O)[O-])c1
→ 3.6 | 8.3 | 2.1 | 0.0
> CCCCN(CCCC)CCNC(=O)CC1Oc2ccccc2NC1=O (configuration not stated)
→ -1.0 | 0.5 | -0.2 | -0.1
> OC1(c2ccc3c(c2)CN(C2CCC2)CCO3)CCN(c2ccccc2F)CC1
→ -3.1 | -0.5 | 0.1 | -0.4
> CCN1c2ncccc2C(=O)NC12CCN(Cc1cccn1Cc1ccccc1F)CC2
→ -1.3 | 1.2 | -0.4 | 0.5
> CCNCCC1CCC(=O)N1[C@H](C)c1cccc(OC)c1 (some centres not stated)
→ -17.2 | 10.4 | -1.5 | 0.6
> COc1ccccc1C(=O)N/C(=C\c1ccccc1)C(=O)NC(CCSC)C(=O)O (configuration not stated)
→ 6.0 | -4.7 | 0.5 | 0.0
> CC1=C(C#N)C(c2ccc(Br)cc2)C2=C(CCCC2=O)N1 (configuration not stated)
→ 3.5 | -14.1 | 0.6 | 0.1
> O=S1(=O)N=C(CCC2=NS(=O)(=O)c3ccccc3N2)Nc2ccccc21
→ -7.9 | -12.2 | 1.2 | 0.1
> COc1ccc(OC)c2[nH]c(=O)c(CCNC(=O)COc3ccccc3)cc12
→ -3.0 | 2.3 | -0.8 | 0.2
> Cc1ncn(-c2ccc(Nc3ncc4cccc(-c5ccncc5F)c4n3)cc2)n1
→ 8.0 | 42.0 | -2.2 | 1.1
> Cc1cccc(-c2nc3s/c(=C\c4ccco4)c(=O)n3n2)c1
→ 0.8 | 8.6 | 0.5 | 0.0
> Nc1ncnc(Oc2ccc([N+](=O)[O-])cc2)c1[N+](=O)[O-]
→ -2.3 | 2.1 | -0.5 | 0.0
> CCOC(=O)c1ccc(NC(=O)C2CC(=O)N(c3ccc(C(C)C)cc3)C2)cc1 (configuration not stated)
→ 0.6 | 1.4 | -0.4 | -0.1
> CC(C)Oc1ccc(CCNC(=O)CC2C(=O)NCCN2C2CCCC2)cc1 (configuration not stated)
→ -3.8 | 9.7 | 1.2 | 0.2

(further entries)
Screens in order – TEAD-YAP block | MITF inh | GPR151 activ | FBW7 act
> CCOc1ccccc1NC(=O)c1c(NC(=O)c2ccccc2Cl)sc2c1CCC2
→ 1.9 | 11.2 | -1.2 | 0.5
> O=c1oc(-c2ccc(-c3ccccc3)cc2)nc2ccccc12
→ 10.4 | 8.8 | -6.2 | 0.0
> O=C(COc1ccccc1)Nc1nnc(-c2ccc(Br)cc2)s1
→ 15.9 | 7.8 | -0.4 | 0.0
> CCOc1ccccc1C1N=C(c2ccc(CC)cc2)CC(c2ccccc2O)N1 (configuration not stated)
→ -47.2 | -9.4 | 0.5 | 0.0
> Cc1cc(C)cc(-n2nnnc2SCC(=O)N2CCOCC2)c1
→ 1.9 | -2.0 | -0.4 | -0.2
> O=S(=O)(NCCOc1ccccc1)c1ccc2c(c1)OCCO2
→ -11.6 | 14.0 | -0.9 | -0.2
> CCOC(=O)C1=C(C)N=c2s/c(=C/c3ccc(O)cc3)c(=O)n2C1c1ccc(F)cc1 (configuration not stated)
→ -54.0 | -16.5 | -0.2 | 0.0
> CC(=O)Nc1ccc(OC(=O)c2cccc(Br)c2)cc1
→ 5.9 | -7.0 | -0.8 | -0.1
> C=CCc1cc(/C=C2/C(=O)NC(=O)N(c3ccc(C)cc3)C2=O)cc(OC)c1O
→ 7.4 | 14.8 | 1.8 | 0.2
> CCCCC1(C)OC(=O)C(=Cc2cc(OC)c(OC)cc2OC)C(=O)O1 (configuration not stated)
→ 1.3 | 16.3 | -1.1 | 0.2

Profiles as entered above:
`CCCCC1(C)OC(=O)C(=Cc2cc(OC)c(OC)cc2OC)C(=O)O1` (configuration not stated) in the list: TEAD-YAP block: 1.3; MITF inh: 16.3; GPR151 activ: -1.1; FBW7 act: 0.2
`Cc1ccc(N2C(=O)CC(NC3CCCCCC3)C2=O)cc1` (configuration not stated) in the list: TEAD-YAP block: 1.2; MITF inh: 3.7; GPR151 activ: 0.8; FBW7 act: -0.1

Later entries.
Screens in order – TEAD-YAP block | MITF inh | GPR151 activ | FBW7 act
> CC(C)c1ccc(NC(=O)c2cc(S(=O)(=O)NC3CCCCCC3)ccc2F)cc1
→ -7.0 | -9.8 | 0.3 | -0.1
> CCN(CC1CCCO1)C(=O)CC1(c2ccccc2)CC(=O)N(Cc2ccncc2)C1=O (configuration not stated)
→ 5.3 | 12.0 | 0.6 | 0.2
> Cc1cccn2c(CN(C)C3CCOCC3)c(C(=O)N(C)CCc3ccccc3)nc12
→ 0.7 | 5.4 | -0.6 | 0.1
> Cc1cc(C)n(C(=O)c2cc(S(=O)(=O)n3nc(C)cc3C)c(Cl)cc2Cl)n1
→ 4.9 | 3.3 | -0.6 | -0.1
> CCOc1ccc(S(=O)(=O)N2CCOCC2)cc1C(C)CC (configuration not stated)
→ -1.2 | 18.2 | 1.7 | 0.1
> COc1ccccc1-c1cc(C(F)(F)F)nc(S(=O)(=O)CCCC(=O)Nc2cc(C)on2)n1
→ 2.9 | 3.6 | 1.7 | 0.1
> COCCNC(=S)Nc1ccccc1OC
→ -5.4 | -7.5 | 1.9 | 0.0
> CCCSc1nnc2c(n1)OC(c1cc(Br)ccc1OC)Nc1ccccc1-2 (configuration not stated)
→ -22.9 | -4.4 | 1.0 | 0.0
> COc1cc(C(=O)Nc2ccccc2C(=O)NC2CCCCC2)cc(OC)c1OC
→ 13.0 | 1.7 | -0.1 | 0.2
> CC(=O)C1C(c2cccc(Br)c2)NC(=O)NC1(O)C(F)(F)F (configuration not stated)
→ 5.2 | -2.4 | 0.3 | 0.0
> Fc1ccccc1-c1ccc(OCc2ccccn2)nc1
→ -48.5 | -0.8 | 0.6 | -0.5
> O=C1CC(N2CCN(c3ccccc3O)CC2)C(=O)N1c1cccc(Cl)c1 (configuration not stated)
→ -0.2 | -0.3 | 1.9 | 0.0
> COc1ccc(N2CCN(S(=O)(=O)c3ccc4c(c3)NC(=O)CC(=O)N4)CC2)cc1
→ 9.1 | 9.0 | -0.3 | 0.0
> CC1Cc2cc(C3Nc4ccccc4C(=O)N3c3ccccc3)ccc2O1 (configuration not stated)
→ -27.7 | -4.5 | -2.1 | -0.2
> O=C(NNC(=O)c1cc2cc(Br)ccc2oc1=O)c1ccc(O)cc1O
→ 34.1* | 29.9 | 0.3 | -0.3
> COC(=O)c1ccc(CS(=O)(=O)c2ccccc2C)o1
→ 0.5 | 3.3 | -1.2 | 0.5
> CCOC(=O)CNC(=O)C(NC(=O)C1CCC(C)CC1)C(C)CC (configuration not stated)
→ 2.1 | 9.4 | 0.9 | 0.0
> CC1=C(C(=O)OCC(F)(F)C(F)(F)F)C(c2ccc(Cl)cc2)NC(=O)N1 (configuration not stated)
→ 16.2 | 10.8 | -1.5 | 1.4
> NC1=NN=C2CCCN3C(=C12)C=Cc1ccccc13
→ 0.1 | -6.4 | -1.7 | -0.2
> CCCC1CCC(C2=N/C(=C\c3cccc(Br)c3)C(=O)O2)CC1 (configuration not stated)
→ -0.5 | 6.9 | 2.2 | 0.0
> CCOC(=O)CSc1nc(C)c2ccccc2n1
→ 6.2 | 10.3 | 0.9 | 0.1
> COc1ccc(C2CC(C(F)(F)F)n3ncc(C(=O)N(C)Cc4ccccc4)c3N2)cc1 (configuration not stated)
→ -13.5 | 7.9 | -1.9 | 0.1
> CCOC(=O)c1ccc(-n2c(N)c(C(=O)NC(C)c3ccccc3)sc2=S)cc1 (configuration not stated)
→ 1.9 | 2.5 | 0.7 | -0.3
> Cc1ccc(N2CCN(S(=O)(=O)N3CCOCC3)CC2)c(C)c1
→ -6.4 | -10.9 | 1.2 | -0.2

Sorted by molar mass (highest first): 3 of the compounds above.
Screens in order – TEAD-YAP block | MITF inh | GPR151 activ | FBW7 act
> CCOC(=O)c1ccc(-n2c(N)c(C(=O)NC(C)c3ccccc3)sc2=S)cc1 (configuration not stated)
→ 1.9 | 2.5 | 0.7 | -0.3
> CCOC(=O)CSc1nc(C)c2ccccc2n1
→ 6.2 | 10.3 | 0.9 | 0.1
> NC1=NN=C2CCCN3C(=C12)C=Cc1ccccc13
→ 0.1 | -6.4 | -1.7 | -0.2
